SMARCA2 act: activators of SMARCA2 function; MG213 cells, MMTV-luciferase reporter, dexamethasone, overnight; activation, % at 9.1 µM; 370,000 tested, 1% active; AID 652017; in the data active = activation above about 7.8%;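 note: 0% = vehicle wells and 100% = reference activator wells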
NPR2 activator: GC-B (human) receptor activation; HEK293-GC-B cells, CNP EC30, cGMP TR-FRET; 0% at EC30 CNP, 100% saturating CNP; activation, % at 10 µM; 370,000 tested, 0.11% active; AID 1920062;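 active = activation at 10 µM reaching about 35% in either raw or pattern-adjusted values, limit read from the data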
HTRA1 inhibitor: blocks human HTRA1 serine peptidase | Q92743 | recombinant HTRA1, FP-rhodamine activity-based probe, fluorescence polarization | inhibition, % at 5.96 µM | 340,000 tested, 0.5% active | AID 504803; in the data active = inhibition above about 36%;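 note: 0% = enzyme with DMSO and 100% = wells lacking enzyme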
NR1D1 modulator: modulates human Rev-erb alpha binding to DNA; P20393; Rev-erbα–FITC-DNA binding, fluorescence polarization, 90 min; activity, % at 10 µM; 370,000 tested, 0.79% active;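 active = activity above about 14%, limit read from the data; passing the limit was not always enough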;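 note: 0% = DMSO wells with 35 nM protein and 100% = DMSO wells with 750 nM protein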
Target sequence (P20393 whole entry, looked up): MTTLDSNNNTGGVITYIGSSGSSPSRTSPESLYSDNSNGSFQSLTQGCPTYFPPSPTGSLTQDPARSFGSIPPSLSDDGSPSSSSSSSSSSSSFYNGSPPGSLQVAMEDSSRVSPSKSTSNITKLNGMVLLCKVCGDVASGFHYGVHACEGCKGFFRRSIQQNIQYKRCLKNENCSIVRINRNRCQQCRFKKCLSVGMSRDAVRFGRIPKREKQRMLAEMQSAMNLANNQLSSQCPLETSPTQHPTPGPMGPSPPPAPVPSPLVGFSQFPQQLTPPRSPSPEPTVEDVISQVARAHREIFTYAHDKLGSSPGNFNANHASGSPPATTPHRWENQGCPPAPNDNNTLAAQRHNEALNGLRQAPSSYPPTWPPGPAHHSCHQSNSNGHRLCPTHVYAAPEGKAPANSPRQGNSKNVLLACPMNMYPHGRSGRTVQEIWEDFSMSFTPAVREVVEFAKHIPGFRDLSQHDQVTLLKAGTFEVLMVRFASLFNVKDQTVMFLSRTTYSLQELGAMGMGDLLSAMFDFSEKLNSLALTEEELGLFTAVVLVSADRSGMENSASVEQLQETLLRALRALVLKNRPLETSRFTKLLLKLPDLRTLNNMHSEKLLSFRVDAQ
ARFGAP1 inhibitor: inhibits rat ARF GTPase activating protein 1. Q62848. Arfgap1-stimulated ARF1 GTP hydrolysis, GDP FP detection. inhibition, % at 16.5 µM. 360,000 tested, 0.26% active;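 active = inhibition above a per-plate limit, mean inhibition of low control wells plus 3 SD, cut at about 25% in these data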;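 note: 0% = DMSO wells with enzyme and 100% = wells lacking Arfgap1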
Target sequence (Q62848 1-136 limits assumed): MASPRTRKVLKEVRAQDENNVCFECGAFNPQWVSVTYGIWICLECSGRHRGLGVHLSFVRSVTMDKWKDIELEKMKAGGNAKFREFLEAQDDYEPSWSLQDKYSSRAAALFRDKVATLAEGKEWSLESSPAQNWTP
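System: truncated rat Arfgap1 GAP domain / Medium: HEPES-based buffer, pH 7.5 / Also added: N-terminally truncated human ARF1-GTP substrate / Incubation: enzyme reaction 120 min at 25 °C after 20 min preincubation / Measured by: FP of antibody-bound GDP Alexa 633 tracer, ex 620/em 688 nm / Replicates: singlicate, each compound tested once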
PG9 Ab binder: binds the HIV-1 gp120 antibody PG9 | TR-FRET gp120-PG9 antibody binding | inhibition, % at 6.7 µM | 360,000 tested, 0.43% active | AID 624416; in the data active = inhibition above about 8.5%
mABHD4 FP: inhibitors of mouse ABHD4; purified mABHD4, FP-Rh probe fluorescence polarization; inhibition, % at 8.92 µM; Q8VD66; 370,000 tested, 0.54% active;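 active = inhibition exceeding the mean over every tested compound plus 3 SD, cut at about 30% in these data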;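 note: 0% = plate median of compound wells and 100% = S159A mutant with DMSO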
Target sequence (Q8VD66 whole entry, looked up): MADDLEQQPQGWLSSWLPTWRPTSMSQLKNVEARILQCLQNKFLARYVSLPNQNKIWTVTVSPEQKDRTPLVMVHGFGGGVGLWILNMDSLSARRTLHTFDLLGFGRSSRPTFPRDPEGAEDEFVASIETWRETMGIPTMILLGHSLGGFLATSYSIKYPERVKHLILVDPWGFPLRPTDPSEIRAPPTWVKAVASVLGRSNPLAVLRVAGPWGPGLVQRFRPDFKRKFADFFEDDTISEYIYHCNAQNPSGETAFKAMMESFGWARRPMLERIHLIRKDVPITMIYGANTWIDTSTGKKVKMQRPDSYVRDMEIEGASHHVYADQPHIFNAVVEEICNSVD
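assay system = mABHD4 protein | compound dosing = single nominal dose of 8.92 µM, 0.89% DMSO final | read-out basis = percent inhibition of probe binding, normalized to plate controls | schedule = Enzyme–compound pre-incubation 45 min, then probe 60 min, both 25 °C | detection = fluorescence polarization, excitation 525 nm, emission 598 nm, BODIPY TMR filters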
GC-A act: GC-A (human) enzyme activation | P16066 | 370,000 tested, 0.14% active | HEK293 GC-A cells, cGMP TR-FRET, EC30 ANP; 0% at EC30 ANP, 100% saturating ANP | activation, % at 10 µM; in the data active = activation above about 40%
rCAG RNA binder: molecules binding r(CAG) RNA repeats | 370,000 tested, 1.3% active | r(CAG) RNA repeat, TO-PRO-1 dye displacement fluorescence | AID 651821 | inhibition, % at 3 µM;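 active = inhibition above the plate cutoff, the mean of all test compounds on that plate plus 3 SD, cut at about 35% in these data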;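 note: 0% = DMSO alone and 100% = 100 µM mitoxantrone as full dye displacement; higher means more dye released from RNA so lower well fluorescence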
ASAP1 GAP inh: inhibitors of human ASAP1 ArfGAP activity. inhibition, % at 16.5 µM. 360,000 tested, 0.19% active. ASAP1-stimulated ARF1 GTP hydrolysis, GDP FP detection; in the data active = inhibition above about 25%;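 note: 0% = vehicle with enzyme and substrate and 100% = no enzyme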
* hit, by the source's call; . = not tested or not shown. Random draw from the library; 4.4% or so of the library scored in one or more.

SMILES	SMARCA2 act	NPR2 activator	HTRA1 inhibitor	NR1D1 modulator	ARFGAP1 inhibitor	PG9 Ab binder	mABHD4 FP	GC-A act	rCAG RNA binder	ASAP1 GAP inh
Cc1ccccc1NC(=O)Cn1nc(C(=O)O)c2ccccc2c1=O	-2.1	-2.9	3.5	-2.6	-4.7	-1.4	-5.5	0.1	2.5	-4.2
CC(=O)Nc1ccc(NC(=O)C(C)OC(=O)c2cccc(S(=O)(=O)N3CCCCCC3)c2)cc1 (configuration not stated)	-1.5	2.2	-9.8	0.3	13.0	-0.9	0.2	1.9	2.8	-4.0
CCOc1ccc(C(CC(=O)O)NC(=O)C23CC4CC(CC(C4)C2)C3)cc1OC (configuration not stated)	1.5	6.3	2.2	-1.0	0.7	-0.3	1.2	-0.9	2.1	3.0
COc1ccc(CCN(C)CCC(=O)Nc2ccc(C)cc2)cc1OC	0.9	1.2	6.3	-2.3	11.6	1.6	1.4	-0.1	-0.1	1.4
O=C(NC1CCCc2ccccc21)C1CCN(S(=O)(=O)c2cccc3nsnc23)CC1 (configuration not stated)	-2.5	-6.0	-3.1	3.8	-0.8	-2.4	3.2	-21.3	-0.8	-9.0
COc1ccccc1C(=O)NNC(=O)c1cc2ccccc2cc1O	-0.5	-0.7	13.7	-1.9	-5.7	-2.6	28.7	0.7	14.9	-5.8
CCc1ccc(CCC(=O)Nc2ccc(Cl)cc2)o1	1.4	-4.8	-12.5	-4.6	9.1	-3.4	-11.8	1.4	-3.1	5.1
O/N=C(\c1ccc(Cl)cc1Cl)c1ncc(C(F)(F)F)cc1Cl	-1.2	5.9	12.3	9.3	2.6	-0.1	-36.2	-4.8	1.6	4.7
O=C(c1ccc(CS(=O)c2ccc(Br)cc2)o1)N1CCN(C2CCCCC2)CC1 (configuration not stated)	-3.3	-1.9	3.7	-0.2	-2.8	0.3	-5.0	2.2	2.5	-7.0
CC1(C)C2CCC1(CS(=O)(=O)Nc1ccc(S(=O)(=O)N3CCCCC3)cc1)C(=O)C2 (configuration not stated)	-0.2	2.5	2.3	1.1	-2.3	-0.4	11.2	-0.9	10.5	-1.9
CCCCCC(=O)Oc1cccc(N2C(=O)C3CCCCC3C2=O)c1 (configuration not stated)	-3.4	0.3	1.1	-7.6	4.0	-2.6	0.8	6.3	-8.8	9.4
C/C(=N/NC(=O)c1ccncc1)c1ccc2c(c1)OCO2	0.5	0.1	3.6	10.6	5.1	-0.3	0.7	3.3	-3.1	-17.2
COc1cc(C)nc(NC(=O)COc2ccc(Cl)cc2C)n1	5.3	-8.3	10.7	-4.7	8.8	0.1	3.5	-11.0	-0.1	10.6
O=C1ON=C(c2ccccc2)/C1=C/c1ccccc1	4.8	6.4	1.9	-7.2	-6.8	-2.9	-2.7	0.7	5.0	2.0
Cc1cnc(C)c(N2CCN(Cc3nc(-c4ccccc4)no3)CC2)n1	-1.4	2.9	2.9	2.5	15.7	-0.3	1.7	0.3	-11.3	-6.6
CC1CCN(CCCCOc2ccc(C(=O)c3ccccc3)cc2)CC1	-3.0	-2.7	-3.2	-0.7	-2.2	0.5	7.3	-1.6	-6.5	6.3
COCc1c(Br)c(C)nc(OCC(=O)N/N=C/c2cc(C)n(-c3ccc([N+](=O)[O-])cc3)c2C)c1C#N	0.5	5.1	-3.5	3.4	5.5	-2.0	9.3	5.0	4.7	-4.7
CN1CCC(OC(=O)c2ccco2)CC1	-0.8	-1.8	-1.4	4.8	3.8	0.7	-2.7	1.3	-1.4	8.2
COc1ccc(NC(=O)OC(CN2CCCCC2)C(F)(F)F)cc1 (configuration not stated)	3.3	-2.4	-1.8	-8.2	-7.5	-0.3	-0.4	1.8	-1.6	2.9
Nc1nc(NCc2ccco2)nn1-c1ccccc1	2.9	.	1.1	.	-4.6	-1.7	-8.6	.	0.1	5.8
CS(=O)(=O)Nc1ccc(C(=O)Nc2ccccc2Sc2ccccc2)cc1	-3.3	-2.4	-8.4	-3.2	5.4	0.4	-11.9	5.5	10.2	11.2
O=C(C=CC=Cc1ccccc1)c1ccc([N+](=O)[O-])cc1	-5.6	-2.8	-6.7	7.3	4.5	1.4	6.9	1.4	10.2	1.1
CCCC(=O)Nc1nnc([C@H]2C[C@H](O)[C@@H](CO)O2)s1	0.8	3.2	.	0.6	9.7	-0.6	-14.6	5.2	0.5	-0.1
Cc1noc(C)c1CN1C(=O)c2cccc([N+](=O)[O-])c2C1=O	0.8	1.9	0.5	8.4	8.2	-0.9	2.0	4.8	-0.9	-5.6
COC(=O)c1sc(NC(=O)CSc2nc3cccnc3n2C)nc1C	-2.1	-6.9	1.8	3.4	-2.7	21.9*	-0.5	-5.0	0.6	1.2
Cn1c(N)c(C(=O)Nc2cccc(Cl)c2)c(=O)n(C)c1=O	-0.9	-5.8	-11.9	-3.6	0.9	-1.6	-5.9	47.2*	2.6	-2.4
Cc1ccc(NC(=O)COC(=O)c2cc(C)nc3ccccc23)c([N+](=O)[O-])c1	1.3	-1.9	-7.2	-7.1	2.5	-2.2	2.0	-3.8	0.2	-2.1
CCOC(=O)c1cc(-c2cccc(O)c2)oc1C	6.4	11.2	.	-4.7	5.7	0.6	-11.7	-1.6	1.7	-4.2
CC(C)(C)n1nc2c(c1NC(=O)c1cc3ccccc3o1)CSC2	4.8	-1.4	-3.1	-3.2	0.7	-0.5	-2.8	-2.3	14.1	-8.2
O=C(COc1ccccc1)n1nc(-c2ccc(Cl)cc2)nc1NCc1ccco1	3.9	-11.7	0.2	-0.1	0.8	-1.8	-9.8	-5.6	2.7	-6.4
Cc1cc(C)cc(NC(=O)c2nccnc2C(=O)O)c1	0.7	3.9	1.3	6.6	6.4	1.1	-4.8	0.7	1.8	-7.9
O=C(c1ccc(Cl)cc1)N1CCN(c2ccc([N+](=O)[O-])c(NCc3cccnc3)c2)CC1	-3.3	-5.9	-14.8	4.4	4.9	-1.1	0.2	0.1	-4.7	2.0
CCCOc1ccc(NC(=O)CC2C(=O)Nc3ccccc3N2CC(=O)N2CCCC2)cc1 (configuration not stated)	-3.7	-6.4	1.9	-0.6	1.9	0.6	0.4	-2.4	11.1	-17.2
COc1ccc(CCC(=O)NCc2ccco2)cc1	-0.7	1.5	-6.2	-2.6	-2.4	1.7	2.0	-0.2	3.4	-7.2
O=C(CN1CCOCC1)Nc1ccc2c(c1)CCC2	-1.8	0.0	-2.4	0.3	3.6	-0.9	-1.5	0.9	-2.9	9.6
CCCC1C(c2ccco2)NC(c2ccco2)CC1(C)O (configuration not stated)	-0.7	-1.6	7.0	0.9	3.7	-2.4	12.3	9.6	-0.8	4.7
N#C/C(=C\c1ccc(O)c(O)c1)C(=O)NCCc1ccccc1	1.7	-1.7	70.5*	4.2	-0.9	-3.0	50.7*	-0.2	39.4*	-5.5
Cc1cc(C)c(S(=O)(=O)n2ccc(-c3ccc(OCCN(C)c4ccccn4)cc3)n2)c(C)c1	-2.9	7.7	-15.2	-0.7	9.7	0.7	-4.9	1.1	4.4	-1.0
N#CCCn1c(C(C#N)(CCC#N)CCC#N)nc2ccccc21	-0.8	1.6	5.8	1.2	5.7	-1.3	3.1	5.4	-0.6	1.7
CCOP(=O)(OCC)c1nc(-c2cccc3ccccc23)oc1N1CCCCC1	-0.4	-7.6	-6.4	-0.7	-0.4	0.8	17.6	0.7	-5.5	5.7

Record cards, from the list above. Values in the order: SMARCA2 act | NPR2 activator | HTRA1 inhibitor | NR1D1 modulator | ARFGAP1 inhibitor | PG9 Ab binder | mABHD4 FP | GC-A act | rCAG RNA binder | ASAP1 GAP inh
Profile of COc1ccc(CCN(C)CCC(=O)Nc2ccc(C)cc2)cc1OC : 0.9 | 1.2 | 6.3 | -2.3 | 11.6 | 1.6 | 1.4 | -0.1 | -0.1 | 1.4
Profile of COc1ccc(CCC(=O)NCc2ccco2)cc1 : -0.7 | 1.5 | -6.2 | -2.6 | -2.4 | 1.7 | 2.0 | -0.2 | 3.4 | -7.2
Profile of CC1(C)C2CCC1(CS(=O)(=O)Nc1ccc(S(=O)(=O)N3CCCCC3)cc1)C(=O)C2 (configuration not stated) : -0.2 | 2.5 | 2.3 | 1.1 | -2.3 | -0.4 | 11.2 | -0.9 | 10.5 | -1.9
Profile of CCCOc1ccc(NC(=O)CC2C(=O)Nc3ccccc3N2CC(=O)N2CCCC2)cc1 (configuration not stated) : -3.7 | -6.4 | 1.9 | -0.6 | 1.9 | 0.6 | 0.4 | -2.4 | 11.1 | -17.2

Additional compounds follow:
SMILES	SMARCA2 act	NPR2 activator	HTRA1 inhibitor	NR1D1 modulator	ARFGAP1 inhibitor	PG9 Ab binder	mABHD4 FP	GC-A act	rCAG RNA binder	ASAP1 GAP inh
O=c1c2cc([N+](=O)[O-])ccc2nc2n1CCCC2	-1.4	-1.8	1.1	-3.1	11.1	-1.4	-3.2	4.9	1.7	0.1
O=C(c1ccccc1F)N1CCN(C(=O)C(c2ccccc2)c2ccccc2)CC1	-3.2	5.8	-4.5	2.5	6.2	0.0	1.3	5.0	-7.9	0.7
COC(=O)c1ccccc1OC(=O)c1cc[n+]([O-])cc1	0.2	0.0	4.6	6.2	4.0	-1.6	3.8	3.6	0.1	10.7
Cc1ccc(C)c(S(=O)(=O)/N=C2\C=C(NS(=O)(=O)c3ccccc3)C(=O)c3ccccc32)c1	-1.2	-3.6	13.5	-4.5	4.9	0.0	46.5*	-9.5	67.5*	-13.4
C#CCn1c(S(=O)(=O)Cc2ccc(OC)cc2)nc(-c2ccccc2)c1-c1ccccc1	-2.3	-16.7	-28.4	-11.6	-1.3	-3.2	-9.6	-25.5	6.2	-0.3
COc1ccc(C2=CC(=O)C[C@H](c3ccc(F)cc3)C2)cc1OC	2.0	-2.4	-15.9	5.2	18.8	0.0	-8.9	4.7	-3.0	1.9
COc1cccc(-n2c(-c3ccco3)nc3nc4ccccc4nc32)c1	-3.4	-7.7	1.7	1.1	4.4	1.7	-7.4	7.6	1.6	-1.4
COc1ccc(C(=O)OCC(=O)N(Cc2ccccc2)Cc2ccccc2)c(O)c1	-1.4	-1.5	-28.1	16.8	7.7	-1.6	-1.1	-0.7	6.1	4.5
NC(=O)C1CCN(CC(=O)Nc2nccs2)CC1	-0.5	-0.3	6.0	4.2	-8.5	-1.3	-0.5	2.0	-0.8	-12.0
CCOC(=O)C1CCN(C(=O)CC(C)S(=O)(=O)c2ccc3c(c2)NC(=O)CO3)CC1 (configuration not stated)	-1.5	1.7	4.6	-4.6	5.4	0.1	7.1	1.6	-2.2	0.1
COc1ccc(/C=N/NC(=O)CSCC(=O)Nc2ccccc2)cc1OC	0.3	3.8	0.8	-2.0	15.2	-4.8	-2.1	0.8	-1.1	-1.7
Cc1nn(-c2ccccc2)c(C)c1C(=O)OC(C)C(=O)Nc1ccc(C(N)=O)cc1 (configuration not stated)	2.0	1.6	5.5	-2.5	3.9	-1.6	1.7	-3.1	-0.2	-0.8
COc1cccc(C(C(=O)NC2CCCCC2)N(C(=O)c2ccco2)c2ccc(-n3cnnn3)c(C)c2)c1 (configuration not stated)	-3.0	-8.4	0.5	-4.0	18.7	-0.2	4.1	-11.3	-8.1	-5.2
CSc1nc2ccc3nc(NC(=O)c4ccccc4)sc3c2s1	-0.2	-13.8	-22.3	37.7*	3.1	0.6	10.0	-4.4	8.0	4.9
COC(=O)[C@@H]1C[C@@]2(O)[C@H](O)[C@H](O)[C@H](O)C[C@H]2N1Cc1cc(F)ccc1F	0.5	3.1	16.6	-3.4	-16.1	1.4	9.7	2.0	2.0	-9.6

Source: PubChem BioAssay (several laboratories)
